From PubChem BioAssay
HGIII-sPLA2 inh: Inhibits HGIII-sPLA2 liposome hydrolysis, primary screen | Q9NZ20 | QFRET BODIPY PC-A2 liposome hydrolysis, fluorescence | inhibition, % at 12.2 µM | 370,000 tested, 0.56% active;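 active = inhibition above mean plus 3 SD of compounds lying within the high and low control bounds, cut at about 19% in these data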;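 also: 0% = median of test compound wells and 100% = no enzyme DMSO wells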
DAX1 inh-1: inhibitors of human orphan nuclear receptor DAX1 (NR0B1); P51843; HEK293 Gal4-DAX1 luciferase reporter, luminescence; inhibition, % at 6.75 µM; 340,000 tested, 0.99% active; AID 504766;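 active = inhibition above the mean over all tested compounds plus 3 SD, cut at about 4.2% in these data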;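 also: 0% = DAX1-transfected cells with DMSO and 100% = empty-vector control cells with DMSO; inhibition shows as a rise in luminescence from relieved DAX1 repression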
PLC-beta3 inh: PLC-beta3 (human) inhibition, primary screen; Purified PLC-beta3, fluorogenic substrate, fluorescence; 370,000 tested, 0.18% active; AID 720704; inhibition, % at 12.2 µM; in the data active = inhibition above about 11%;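 also: 0% = median of compound wells on plate and 100% = full blocker control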
Target sequence (Q01970 whole entry, looked up): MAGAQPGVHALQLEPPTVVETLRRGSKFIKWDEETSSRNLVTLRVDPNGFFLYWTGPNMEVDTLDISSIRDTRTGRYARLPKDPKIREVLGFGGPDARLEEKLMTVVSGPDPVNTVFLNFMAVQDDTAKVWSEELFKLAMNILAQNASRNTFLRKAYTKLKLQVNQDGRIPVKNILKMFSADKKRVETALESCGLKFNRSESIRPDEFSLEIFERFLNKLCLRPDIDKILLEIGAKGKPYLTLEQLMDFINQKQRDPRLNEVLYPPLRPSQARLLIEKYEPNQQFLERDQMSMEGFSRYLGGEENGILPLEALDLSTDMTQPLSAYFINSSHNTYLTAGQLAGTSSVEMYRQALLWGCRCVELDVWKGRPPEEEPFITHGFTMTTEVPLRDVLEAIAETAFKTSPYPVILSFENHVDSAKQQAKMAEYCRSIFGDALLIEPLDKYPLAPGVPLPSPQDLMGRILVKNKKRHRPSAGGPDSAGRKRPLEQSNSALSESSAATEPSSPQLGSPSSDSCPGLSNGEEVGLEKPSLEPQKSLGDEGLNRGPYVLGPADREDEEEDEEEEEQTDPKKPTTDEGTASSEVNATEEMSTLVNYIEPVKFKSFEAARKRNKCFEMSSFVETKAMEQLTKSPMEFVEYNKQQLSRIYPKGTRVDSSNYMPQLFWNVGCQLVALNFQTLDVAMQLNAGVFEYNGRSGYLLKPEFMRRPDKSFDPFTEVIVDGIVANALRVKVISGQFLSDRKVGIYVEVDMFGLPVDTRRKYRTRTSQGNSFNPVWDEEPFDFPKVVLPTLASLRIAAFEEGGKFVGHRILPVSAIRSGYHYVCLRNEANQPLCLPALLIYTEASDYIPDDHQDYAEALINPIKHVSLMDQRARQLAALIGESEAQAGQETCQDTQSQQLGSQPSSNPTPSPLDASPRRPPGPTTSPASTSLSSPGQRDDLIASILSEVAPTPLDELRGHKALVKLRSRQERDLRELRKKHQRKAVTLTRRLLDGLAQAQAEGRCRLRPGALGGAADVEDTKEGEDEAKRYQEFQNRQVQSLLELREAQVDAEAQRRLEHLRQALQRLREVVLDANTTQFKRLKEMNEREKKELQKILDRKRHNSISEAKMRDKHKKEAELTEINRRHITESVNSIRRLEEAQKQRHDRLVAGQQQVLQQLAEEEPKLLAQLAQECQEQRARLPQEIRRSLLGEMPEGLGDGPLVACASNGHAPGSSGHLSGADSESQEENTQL
SMARCA2 activ: activators of SMARCA2 function. activation, % at 9.1 µM. 370,000 tested, 1% active. MG213 cells, MMTV-luciferase reporter, dexamethasone, overnight; in the data active = activation above about 7.8%;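 also: 0% = vehicle wells and 100% = reference activator wells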
hgDAF12 agonist: hgDAF-12 agonism, primary luciferase screen. HEK293 GAL4-hgDAF12 UAS-luciferase reporter, agonist luminescence; normalized to butyrate control. activation, % at 6.8 µM. 370,000 tested, 1.8% active;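 active = activation above a cutoff set at the mean of all screened compounds plus 3 SD, cut at about 10% in these data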;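 also: 0% = DMSO wells and 100% = sodium butyrate wells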
Rev-erbA mod: modulators of human Rev-erb alpha DNA binding. Rev-erbα–FITC-DNA binding, fluorescence polarization, 90 min. activity, % at 10 µM. 370,000 tested, 0.79% active;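 active = activity above about 14%, limit read from the data; passing the limit was not always enough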;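 also: 0% = DMSO wells with 35 nM protein and 100% = DMSO wells with 750 nM protein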
hcDAF12 agonist: H. contortus DAF-12 activation, primary screen; HEK293 hcDAF-12 lit1-tk-luc reporter, luminescence; 0% DMSO, 100% Δ7-dafachronic acid; AID 652067; 370,000 tested, 1.4% active; activation, % at 6.8 µM;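 active = activation above the mean of all tested compounds plus 3 SD, cut at about 5.5% in these data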;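 also: 100% = response to 3 µM Δ7-dafachronic acid high control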
DAX1 inh-2: blocks DAX1 repression of SF-1 activated StAR promoter; 370,000 tested, 1.1% active; HEK293T StAR-luciferase reporter, SF-1/DAX-1 repression relief; inhibition, % at 6.8 µM; AID 652010;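 active = inhibition above the mean over all tested compounds plus 3 SD, cut at about 3.6% in these data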;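 also: 0% = DAX-1 cells with DMSO and 100% = cells lacking DAX-1 with DMSO; higher inhibition means more luminescence from relief of DAX-1 repression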
GAA850 FXN act: increases GAA850 frataxin promoter reporter activity; HEK293 lucGAA850 FXN promoter luciferase reporter, 24 h; percent of 10 µM SAHA response; activation, % at 6 µM; 360,000 tested, 0.56% active; AID 540364;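 active = activation above the average of all compounds screened plus 3 SD, cutoff fixed separately per campaign, cut at about 7.5% in these data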;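 also: 0% = DMSO wells and 100% = 10 µM SAHA wells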
ssDAF-12 act: activators of S. stercoralis DAF-12 nuclear receptor; 370,000 tested, 1% active; HEK293 ssDAF-12/GRIP1 lit1-tk-luc reporter, luminescence; % of 3 µM dafachronic acid response; activation, % at 6.8 µM;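 active = activation above the mean over all tested compounds plus 3 SD, cut at about 0.9% in these data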;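 also: 0% = DMSO-only wells and 100% = 3 µM delta7-dafachronic acid wells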
PG9 binder: small molecules binding HIV-1 gp120 antibody PG9. TR-FRET gp120-PG9 antibody binding. 360,000 tested, 0.43% active. inhibition, % at 6.7 µM. AID 624416; in the data active = inhibition above about 8.5%
Active calls of the source: *; i = inactive; / = not tested or not shown. Rows were taken by chance (roughly 7% active in at least one column).

cpd	mol	HGIII-sPLA2 inh	DAX1 inh-1	PLC-beta3 inh	SMARCA2 activ	hgDAF12 agonist	Rev-erbA mod
1	CCCOc1ccc(NC(=O)C2CC(=O)N/C(=N/N=C(\C)CCc3ccc4c(c3)OCO4)S2)cc1 (centres undefined)	-15	0.3	-3	-1	-1.9	1
2	CCCc1cc(=O)oc2cc(OC(C)C(=O)NCc3ccccn3)c(Cl)cc12 (centres undefined)	0	-0.3	-4	0	-1.2	-3
3	Cc1ccc2nc(NC3=NCN(Cc4cccnc4)CN3)nc(C)c2c1	12	0.1	2	-1	-1.9	-2
4	CCOC(=O)c1cccc(NC(=O)CSc2nnc(COc3ccc(Cl)cc3)o2)c1	-4	1.6	5	-1	-0.5	9
5	O=C(NCN1CCc2ccccc2C1)c1ccccc1	0	3.6	3	-5	1.0	2
6	O=C(CCCN1C(=O)c2ccccc2C1=O)Oc1ccc(F)cc1	2	-0.4	1	-1	-0.5	-2
7	COc1cccc(OCc2nnc(SCC(=O)NCc3ccco3)n2C)c1	-4	0.6	1	-1	-1.9	-1
8	Cc1ccc(C)c(NC(=O)CCCCCN2C(=O)[C@@H]3Cc4ccccc4CN3C2=O)c1	-4	-0.2	-6	-1	0.8	-9

cpd	hcDAF12 agonist	DAX1 inh-2	GAA850 FXN act	ssDAF-12 act	PG9 binder
1	-0.3	0.3	0.1	-0.8	-0.6
2	-1.6	-3.9	-1.9	-1.5	-1.6
3	-1.4	-0.1	1.4	-1.2	-1.1
4	-0.5	1.2	-0.9	-0.6	3.6
5	0.6	0.1	1.2	-0.2	1.4
6	-1.8	-0.5	1.4	-0.3	1.4
7	-0.7	0.1	-1.2	-1.3	0.8
8	1.1	1.2	3.2	-0.9	0.7

Continued.
cpd	mol	HGIII-sPLA2 inh	DAX1 inh-1	PLC-beta3 inh	SMARCA2 activ	hgDAF12 agonist	Rev-erbA mod
9	Cc1ccc(-c2nnc3n2N=C(c2ccc(Br)cc2)CS3)cc1	-7	0.7	3	0	-3.1	3
10	O=C(COC(=O)c1ccncc1)NCCCc1ccccc1	5	1.4	-6	-1	0.2	-8
11	O=C(NCCSCc1ccco1)c1ccc(=O)[nH]c1	1	0.1	-7	3	-1.6	2
12	CCCCNC(=O)C(NC(=O)c1ccc2c(c1)OCO2)C(=O)c1ccccc1 (centres undefined)	4	/	0	2	-0.4	-3
13	COc1ccc(CN2CCCC(C(=O)N3CCCC3)C2)cc1 (centres undefined)	6	0.2	-3	1	-1.1	-2
14	CC(=O)NC1CCN(C(=O)N2CCCC2)CC1	5	-0.3	5	4	1.7	-6
15	CCCCCCCCN1C(=O)[C@H](CC(=O)N2CCN(C(=O)C3CC3)CC2)C[C@@]2(C(=O)OCC)CCCC=C12	-10	/	3	1	2.6	7
16	CCOc1ccc(NC(=O)COC(=O)CN2CCCCCC2=O)cc1	3	3.1	10	-5	2.3	-4

cpd	hcDAF12 agonist	DAX1 inh-2	GAA850 FXN act	ssDAF-12 act	PG9 binder
9	-1.3	-0.5	4.2	-1.6	1.3
10	-0.3	0.5	2.8	-0.6	-0.9
11	-0.6	-0.4	-0.2	-0.9	0.4
12	1.0	-0.3	/	-0.4	-0.9
13	0.4	-0.1	0.6	-1.4	2.2
14	-1.2	0.6	1.1	-0.4	-2.7
15	0.3	-1.4	/	-1.1	0.1
16	-1.5	0.9	-0.1	-0.8	2.5

Further compounds follow.
cpd	mol	HGIII-sPLA2 inh	DAX1 inh-1	PLC-beta3 inh	SMARCA2 activ	hgDAF12 agonist	Rev-erbA mod
17	CC(CC1CC(C)(C)OC1=O)C(=O)Nc1ccc([N+](=O)[O-])cc1 (centres undefined)	-2	-1.1	3	-1	0.1	-2
18	O=C(NC(Cc1ccccc1)C(=O)O)/C(=C\c1ccccc1)NC(=O)c1ccc(Br)o1 (centres undefined)	0	-0.2	-28	0	1.4	6
19	O=C(Nc1cc2c(cc1Cl)OCCO2)c1ccco1	-2	1.8	0	4	7.3	-4
20	COC(=O)C1=C(C)N(C)C(=NCc2cc(OC)c(OC)c(OC)c2)NC1c1ccc(C(F)(F)F)cc1 (centres undefined)	7	/	-1	-6	-2.2	-2
21	COc1ccc(-c2c(-c3ccccc3OC)sc3ccccc23)cc1F	-4	/	-32	-3	0.0	5
22	O=S(=O)(c1ccc(F)cc1)N(CCO)CC(O)Cn1c2ccccc2c2ccccc21 (centres undefined)	-41	2.4	4	-2	-1.1	0
23	O=c1[nH]cc(S(=O)(=O)N2CCN(c3cccc(C(F)(F)F)c3)CC2)c(=O)[nH]1	-14	0.2	-5	2	0.6	-9
24	CCOC(=O)N1CCN(c2ccc(S(=O)(=O)N3CCC(C)CC3)cc2[N+](=O)[O-])CC1	-4	-1.0	0	-6	-5.8	0

cpd	hcDAF12 agonist	DAX1 inh-2	GAA850 FXN act	ssDAF-12 act	PG9 binder
17	-3.1	-0.1	-0.4	-1.2	-1.5
18	-1.5	0.1	1.9	-1.6	0.1
19	1.7	1.4	4.0	0.1	0.5
20	-1.9	0.7	/	-1.2	1.9
21	-0.1	0.8	/	-0.9	-1.3
22	-0.4	-0.4	0.2	-0.6	-0.5
23	-0.2	0.4	-1.1	-0.6	-1.2
24	-3.3	-4.6	1.7	-2.2	-1.8

Additional structures follow.
cpd	mol	HGIII-sPLA2 inh	DAX1 inh-1	PLC-beta3 inh	SMARCA2 activ	hgDAF12 agonist	Rev-erbA mod
25	CCOC(=O)N1CCN(S(=O)(=O)N2CCCC(C(=O)NCCc3ccccc3)C2)CC1 (centres undefined)	6	0.2	-7	-4	-0.6	-7
26	O=C(CCSc1ccc(Cl)cc1)N1CCOCC1	5	-0.2	1	1	2.9	2
27	COCCn1c(Cc2ccccc2)nnc1SCC(=O)N1CCCCC1C (centres undefined)	4	1.0	4	-1	0.1	8
28	CCNC(=S)NNC(=O)c1cccnc1	5	-1.1	4	-3	2.2	-2
29	O=C(Nc1ncccn1)C1CCCCC1	12	0.4	-4	3	2.6	0
30	Cc1cc(=O)oc2cc(OC(C)C(=O)Nc3ccc(N4CCOCC4)cc3)ccc12 (centres undefined)	4	0.0	-1	-2	-2.8	0
31	CC(C)NC(=O)C1(C)CSCC(=O)N1CCCN1CCOCC1 (centres undefined)	2	/	3	-3	5.2	-12
32	Cc1ccccc1-c1nnc(SCC(=O)c2c(N)n(C3CC3)c(=O)[nH]c2=O)o1	4	0.4	-3	1	-0.7	-6

cpd	hcDAF12 agonist	DAX1 inh-2	GAA850 FXN act	ssDAF-12 act	PG9 binder
25	0.2	-0.4	0.1	-1.4	-0.8
26	0.1	1.2	-0.7	-0.7	-1.2
27	-1.8	-0.4	-1.6	-0.7	0.8
28	-0.1	-0.1	3.5	-2.1	0.0
29	-0.2	-0.7	1.3	-0.5	0.7
30	-1.1	-0.8	-3.3	-1.7	-2.9
31	-1.0	0.8	/	-1.1	-1.3
32	0.9	-0.3	-0.1	-0.6	0.6

Continuation.
cpd	mol	HGIII-sPLA2 inh	DAX1 inh-1	PLC-beta3 inh	SMARCA2 activ	hgDAF12 agonist	Rev-erbA mod
33	COc1ccccc1N(C)S(=O)(=O)c1ccc(C(=O)N(C)Cc2cccc(OC)c2OC)cc1	-10	-1.0	3	-2	-3.7	8
34	Cc1cc(C(F)(F)F)n2ncc(-c3ccccc3)c2n1	4	-0.2	4	5	-1.2	2
35	Cc1ccc(N/C=C2\CCCCC2=O)c(C)c1	-14	0.2	0	-1	-1.8	-1
36	N/C(=N\OC(=O)c1ccoc1)c1ccc(Br)cc1	-1	2.2	-5	7.8*	8.1	-1
37	Cc1[nH]c2ccccc2c1C(=O)COC(=O)c1ccccc1O	-4	0.1	0	3	3.4	-1
38	CCCC(C(=O)NC1CCCC1)N(CCN(CC)CC)C(=O)c1snc(C(N)=O)c1N (centres undefined)	9	-1.9	-106	-3	1.1	10
39	OCCC1CN(Cc2cccc(-c3ccco3)c2)CCN1Cc1ccsc1 (centres undefined)	-11	-0.6	2	5	-2.0	3
40	CCOc1ccc2[nH]c3c(NCCCOC)ncnc3c2c1	14	-0.5	i	1	0.3	1

cpd	hcDAF12 agonist	DAX1 inh-2	GAA850 FXN act	ssDAF-12 act	PG9 binder
33	-1.3	-2.3	-1.1	-1.8	-2.0
34	-0.1	0.2	3.2	-1.1	-2.6
35	1.2	0.4	0.7	-1.7	-0.9
36	3.4	9.5*	3.3	0.1	-2.1
37	2.5	0.4	4.4	0.1	-1.2
38	2.2	-0.1	-1.5	-0.8	-0.5
39	-1.3	0.0	-2.3	-1.3	-1.7
40	0.5	-0.4	1.7	-1.0	-0.1

Later entries
cpd	mol	HGIII-sPLA2 inh	DAX1 inh-1	PLC-beta3 inh	SMARCA2 activ	hgDAF12 agonist	Rev-erbA mod
41	Cc1ccc(O)c(C(=O)c2cnn(C(=O)COc3ccc(Cl)cc3)c2)c1	-3	-0.7	-2	0	2.4	0
42	C=C(C)c1cccc(C(C)(C)NC(=O)Nc2ccc(C(C)=O)cc2)c1	-13	0.3	0	1	1.6	3
43	CCOc1ccccc1NC(=O)CCCN1C(=S)NC(C)(C)CC1C (centres undefined)	22*	-1.8	-4	-1	-2.6	-2
44	COc1ccc(NC(=O)C2CC(c3c(F)cccc3Cl)=NO2)cc1 (centres undefined)	-1	0.5	-4	1	1.9	-1

cpd	hcDAF12 agonist	DAX1 inh-2	GAA850 FXN act	ssDAF-12 act	PG9 binder
41	0.6	0.2	3.0	-0.7	-0.2
42	-0.2	0.2	2.0	-1.0	-0.6
43	0.3	0.2	2.0	-0.8	1.9
44	0.4	0.1	2.7	-1.1	-2.5

Fetched by structure from the list above, 3 records:
cpd	mol	HGIII-sPLA2 inh	DAX1 inh-1	PLC-beta3 inh	SMARCA2 activ	hgDAF12 agonist	Rev-erbA mod
38	CCCC(C(=O)NC1CCCC1)N(CCN(CC)CC)C(=O)c1snc(C(N)=O)c1N (centres undefined)	9	-1.9	-106	-3	1.1	10
15	CCCCCCCCN1C(=O)[C@H](CC(=O)N2CCN(C(=O)C3CC3)CC2)C[C@@]2(C(=O)OCC)CCCC=C12	-10	/	3	1	2.6	7
30	Cc1cc(=O)oc2cc(OC(C)C(=O)Nc3ccc(N4CCOCC4)cc3)ccc12 (centres undefined)	4	0.0	-1	-2	-2.8	0

cpd	hcDAF12 agonist	DAX1 inh-2	GAA850 FXN act	ssDAF-12 act	PG9 binder
38	2.2	-0.1	-1.5	-0.8	-0.5
15	0.3	-1.4	/	-1.1	0.1
30	-1.1	-0.8	-3.3	-1.7	-2.9
